ABCB1 block = blocks JC-1 efflux by human ABCB1 transporter; 190,000 compounds, 0.067% hits; P08183; CCRF-Adr cells, flow cytometry; inhibition, % at 6.6 µM; in the data active = inhibition above about 40%;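 also: 0% = vehicle and 100% = reference inhibitor; higher value means more JC-1 retained so stronger ABCB1 efflux block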
Bcl-B Bim block = human Bim-Bcl-B interaction inhibition. bead-based flow cytometry, Bim peptide-Bcl-B binding. 190,000 compounds, 0.073% hits. Q9HD36. inhibition, % at 10 µM;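 also: 0% = tracer peptide without compound and 100% = reference inhibitor peptide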
Target sequence (Q9HD36 whole entry, looked up): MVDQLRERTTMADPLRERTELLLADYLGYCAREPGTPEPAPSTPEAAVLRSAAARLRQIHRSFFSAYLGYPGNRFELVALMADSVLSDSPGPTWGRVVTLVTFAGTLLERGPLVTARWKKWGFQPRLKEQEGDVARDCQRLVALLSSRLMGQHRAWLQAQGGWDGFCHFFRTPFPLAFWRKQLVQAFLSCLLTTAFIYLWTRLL
Bfl-1 Bim block = disrupts Bim binding to human Bfl-1; Q16548; Bead-based flow cytometry, Bim-Bfl-1 binding inhibition; inhibition, % at 10 µM; 190,000 compounds, 0.12% hits;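 also: 0% = wells without compound plus tracer and 100% = blocker peptide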
RGS7-Gao reg = human RGS7-Galphao interaction regulation | Multiplexed bead flow cytometry, RGS7-Galphao binding; actives lie on both sides | binding response (% of control), % at 10 µM | 220,000 compounds, 0.35% hits | AID 1439; in the data active = binding response below about 49% or above about 150%;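 also: fluorescent Galphao held in activated GDP-AlF4 state binding bead-coupled RGS7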
GSH fluor = GSH bead compound fluorescence profile; AID 1776; fluorescence (KMESF) at 10 µM; GSH beads flow cytometry, compound fluorescence 488/530 nm; stronger effect = higher value; 190,000 compounds, 0.25% hits; in the data active = fluorescence above about 89;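 also: glutathione beads carrying GST-tagged Bcl family fusion proteins plus one bare bead set; values are compound well signal with DMSO vehicle wells as background; inactives centre near 16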
Bcl-W Bim block = inhibitors of Bim-Bcl-W interaction, human. Q92843. bead-based flow cytometry, Bim peptide-Bcl-W binding. inhibition, % at 10 µM. 190,000 compounds, 0.02% hits. AID 952;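 also: 0% = bound tracer without compound and 100% = peptide blocker; higher means less fluorescent Bim peptide bound to Bcl-W beads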
Target sequence (Q92843 whole entry, looked up): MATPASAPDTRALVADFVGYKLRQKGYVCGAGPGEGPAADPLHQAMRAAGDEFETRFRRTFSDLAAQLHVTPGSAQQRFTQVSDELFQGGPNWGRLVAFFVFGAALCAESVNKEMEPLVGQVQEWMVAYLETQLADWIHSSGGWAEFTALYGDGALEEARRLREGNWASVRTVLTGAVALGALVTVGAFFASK
Bim-Bcl-2 = disrupts Bim peptide binding to human Bcl-2; P10415; Bead-based flow cytometry, Bim peptide-Bcl-2 binding; inhibition, % at 10 µM; 190,000 compounds, 0.06% hits; in the data active = inhibition above about 40%;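 also: 0% = no compound wells with probe peptide and 100% = reference peptide inhibitor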
RGS4-Gao reg = modulates binding of RGS4 to human Galphao. AID 1415. 220,000 compounds, 0.33% hits. Multiplexed bead flow cytometry; actives lie on both sides. P09471. binding response (% of control), % at 10 µM; in the data active = binding response below about 49% or above about 150%; inactive = in between;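 also: fluorescent Galphao activated with aluminum fluoride binding bead-coupled RGS4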
ABCG2 inh = inhibitors of human ABCG2 transporter, ABCB1 counter-screen; Q9UNQ0; IgMXP3 cells, JC-1 efflux, flow cytometry; inhibition, % at 6.6 µM; 190,000 compounds, 0.1% hits; AID 1325;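 active = inhibition above 80%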;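 also: 0% = DMSO and 100% = nicardipine control wells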
Target sequence (Q9UNQ0 whole entry, looked up): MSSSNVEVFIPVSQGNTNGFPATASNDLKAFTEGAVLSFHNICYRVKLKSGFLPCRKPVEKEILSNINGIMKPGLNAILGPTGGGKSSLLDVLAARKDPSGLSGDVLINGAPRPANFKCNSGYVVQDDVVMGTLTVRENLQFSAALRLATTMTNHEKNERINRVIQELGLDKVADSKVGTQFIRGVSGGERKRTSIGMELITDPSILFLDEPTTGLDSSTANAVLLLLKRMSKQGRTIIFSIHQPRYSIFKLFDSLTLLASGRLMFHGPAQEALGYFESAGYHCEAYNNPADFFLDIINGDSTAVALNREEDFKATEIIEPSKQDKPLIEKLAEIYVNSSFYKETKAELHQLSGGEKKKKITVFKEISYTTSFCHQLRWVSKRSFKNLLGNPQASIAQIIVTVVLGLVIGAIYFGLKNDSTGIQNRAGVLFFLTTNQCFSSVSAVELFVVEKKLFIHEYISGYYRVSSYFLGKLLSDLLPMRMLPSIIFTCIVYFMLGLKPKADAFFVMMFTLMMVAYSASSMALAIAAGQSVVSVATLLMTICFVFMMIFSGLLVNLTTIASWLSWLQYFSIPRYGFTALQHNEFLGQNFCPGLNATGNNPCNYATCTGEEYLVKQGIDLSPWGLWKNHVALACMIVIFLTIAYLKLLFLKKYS
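Test system: IgMXP3 (ABCG2) plus far-red-tagged CCRF-Adr (ABCB1) cells. Reagent: JC-1 dye as substrate. Timing: 10 min exposure at 25 °C with rotation, no wash. Measured by: flow cytometric JC-1 green MFI at 530 nm. Read-out: percent efflux inhibition, scaled nicardipine 100% to DMSO 0%. Control set: nicardipine and DMSO wells.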
Bim-Bcl-XL = disrupts Bim peptide binding to human Bcl-XL. Q07817. bead flow cytometry, fluorescence. inhibition, % at 10 µM. 190,000 compounds, 0.04% hits. AID 1007
Avidin bead fluor = compound fluoresces at 488/530 nm on avidin beads; compound fluorescence 488/530 nm, flow cytometry; stronger effect = higher value; fluorescence (KMESF) at 10 µM; 220,000 compounds, 0.38% hits; in the data active = fluorescence above about 47; also: inactives centre near 10
An asterisk follows results filed as active. Rule as the data show it, unless noted: active = inhibition above about 40%.

SMILES | ABCB1 block | Bcl-B Bim block | Bfl-1 Bim block | RGS7-Gao reg | GSH fluor | Bcl-W Bim block | Bim-Bcl-2 | RGS4-Gao reg | ABCG2 inh | Bim-Bcl-XL | Avidin bead fluor
CCC(CC)NC(=O)CSc1nnc(-c2c[nH]c3ccccc23)o1 | 1.0 | 5 | 1 | 95 | 20 | 0 | 1 | 94 | 12 | -1 | 6
CC(C)OC(=O)c1cc2ccccc2oc1=O | 2.1 | -12 | -15 | 100 | 29 | -1 | -7 | 100 | 17 | -19 | 11
CCc1ccccc1N1CC23C=CC(O2)C(C(=O)OCC(C)C)C3C1=O (stereo unspecified) | -0.6 | 1 | 4 | 134 | 20 | 1 | 2 | 94 | 0 | 0 | 56*
CCOc1ccc(N2C(=O)CC(N(Cc3ccco3)C(=O)CC)C2=O)cc1 (stereo unspecified) | 0.0 | 0 | -8 | 102 | 11 | -2 | -1 | 100 | 9 | 0 | 11
O=S(=O)(c1cccc2cccnc12)N1CCN(c2ccc(F)cc2)CC1 | 1.2 | -2 | -6 | 95 | 10 | -2 | 0 | 102 | 3 | -2 | 9
Cc1c(OCc2ccccc2)c(=O)ccn1Cc1ccc(F)cc1 | 0.3 | -6 | -6 | 100 | 12 | -1 | -4 | 108 | 1 | -2 | 11
COc1ccccc1Oc1coc2cc(O)ccc2c1=O | 0.2 | -2 | -1 | 101 | 23 | 0 | -2 | 101 | 1 | 0 | 17
O=C(OCCCCN1C(=O)c2ccccc2C1=O)c1ccc(Br)o1 | -0.1 | -3 | -1 | 94 | 16 | -2 | -5 | 96 | 0 | -4 | 19
Cc1ccc(NC(=O)CN2CCC(C(=O)c3ccc(F)cc3)CC2)cc1 | 0.2 | -4 | -2 | 99 | 16 | -2 | -3 | 101 | 1 | -5 | 7
Cc1ccc(OCC(=O)Nc2ccc(N3CCOCC3)cc2)cc1 | 0.6 | -1 | -2 | 86 | 7 | -1 | -1 | 82 | 2 | 0 | 12
CCOC(=O)N1CCC(=NNC(=O)COc2ccc(C#N)cc2)CC1 | 0.2 | -4 | -7 | 102 | 15 | -2 | -6 | 101 | 1 | -7 | 25
O=C(NCc1ccncc1)C1COc2ccccc2O1 (stereo unspecified) | 0.2 | -9 | -18 | 101 | 28 | -1 | -15 | 95 | 6 | -4 | 12
COc1cc(C2N(c3cccc(Cl)c3)C(=O)C3CCCN32)cc(OC)c1OC (stereo unspecified) | -1.4 | -8 | -13 | 99 | 19 | 1 | -11 | 97 | -2 | -4 | 7
Cc1cc(C(F)F)n2ncc(C(=O)NC3CCCCCC3)c2n1 | 1.2 | 0 | -2 | 96 | 12 | 0 | -2 | 94 | 8 | -1 | 18
COc1cccc(CN2CCNC(=O)C2CC(=O)NCCc2ccccn2)c1 (stereo unspecified) | 0.9 | -6 | -6 | 100 | 17 | -2 | -5 | 97 | 3 | -3 | 6

2 compounds drawn at random from those above, as already listed:
SMILES | ABCB1 block | Bcl-B Bim block | Bfl-1 Bim block | RGS7-Gao reg | GSH fluor | Bcl-W Bim block | Bim-Bcl-2 | RGS4-Gao reg | ABCG2 inh | Bim-Bcl-XL | Avidin bead fluor
Cc1c(OCc2ccccc2)c(=O)ccn1Cc1ccc(F)cc1 | 0.3 | -6 | -6 | 100 | 12 | -1 | -4 | 108 | 1 | -2 | 11
CCOC(=O)N1CCC(=NNC(=O)COc2ccc(C#N)cc2)CC1 | 0.2 | -4 | -7 | 102 | 15 | -2 | -6 | 101 | 1 | -7 | 25

Carrying on:
SMILES | ABCB1 block | Bcl-B Bim block | Bfl-1 Bim block | RGS7-Gao reg | GSH fluor | Bcl-W Bim block | Bim-Bcl-2 | RGS4-Gao reg | ABCG2 inh | Bim-Bcl-XL | Avidin bead fluor
CS(=O)(=O)N(CC(=O)Nc1ccccc1Sc1ccccc1)c1ccc(F)cc1 | 1.7 | -5 | -13 | 101 | 43 | 1 | -12 | 105 | 5 | -15 | 12
CC(=O)C1(C)N(O)C(C)(C)C(c2cccs2)=[N+]1[O-] (stereo unspecified) | -0.7 | -3 | 2 | 101 | 13 | 0 | 0 | 98 | 0 | -1 | 10
O=c1cc(NCC2CCCO2)[nH]c(=O)n1-c1ccc(Cl)cc1 (stereo unspecified) | 1.3 | -8 | 0 | 91 | 16 | -5 | 1 | 87 | 7 | -5 | 5
CCCN(CCC)C(=O)C1CCN(c2cc(C)nc3c(-c4ccc(OC)c(OC)c4)c(C)nn23)CC1 | 1.9 | -6 | -10 | 102 | 14 | -2 | -7 | 101 | 6 | -4 | 7
Cc1cc(C)cc(N(C(=O)CNC(=O)c2cccs2)C(C(=O)NC2CCCC2)c2cccnc2)c1 (stereo unspecified) | 0.1 | -5 | -9 | 96 | 57 | 5 | -4 | 101 | 1 | -13 | 7
COC(=O)c1nnn(CC(=O)Nc2cccc(OC)c2)c1C(=O)OC | 0.3 | 0 | 1 | 87 | 36 | -2 | 0 | 85 | 1 | -5 | 2
Cc1ccc2[nH]cc(C(=O)CCl)c2c1 | -0.4 | -6 | -15 | 95 | 10 | -5 | -6 | 102 | -1 | -8 | 7
O=C(CN1CCCCCC1)Nc1cccc2c1OCO2 | 0.5 | -4 | -9 | 99 | 39 | 3 | -6 | 100 | 1 | 7 | 5
Cc1ccc(-c2n[nH]c(=S)n2/N=C/c2cccs2)cc1 | -1.8 | 0 | -7 | 99 | 19 | -8 | -10 | 100 | -8 | -15 | 6
Cc1cccc(C)c1NC(=O)C(c1ccc(Cl)cc1Cl)N1CCCCC1 (stereo unspecified) | 0.1 | -3 | -8 | 103 | 11 | 0 | 0 | 108 | 0 | -1 | 21
CCc1cc(=O)oc2cc(OCC(=O)OC)c(Cl)cc12 | 0.2 | 2 | -2 | 102 | 24 | -3 | 0 | 97 | 4 | 0 | 11
Cc1ccc(N2C(=O)C3CC(c4ccccc4)=C4C5C=CC(C6C(=O)N(c7ccc(C)cc7C)C(=O)C56)C4C3C2=O)c(C)c1 (stereo unspecified) | -0.3 | -7 | -9 | 98 | 10 | 1 | -9 | 101 | -2 | -2 | 8
COCCn1c(SCC#N)nnc1-c1ccc(OC)cc1 | 1.2 | 1 | 0 | 105 | 15 | 0 | 2 | 100 | 5 | 0 | 5
O=C(CN(Cc1cccs1)C(=O)CNS(=O)(=O)c1ccccc1)NCc1ccco1 | -0.1 | 2 | 0 | 102 | 29 | 0 | 0 | 100 | 0 | 0 | 8
CCCc1cc(-c2nc(N)ncc2-c2ccc3c(c2)OCCCO3)c(O)cc1OC | 2.1 | -1 | 2 | 98 | 10 | 0 | 0 | 100 | 4 | -4 | 18

Some of the entries so far, with values under each structure:
Each structure is followed by: ABCB1 block, Bcl-B Bim block, Bfl-1 Bim block, RGS7-Gao reg, GSH fluor, Bcl-W Bim block, Bim-Bcl-2, RGS4-Gao reg, ABCG2 inh, Bim-Bcl-XL, Avidin bead fluor
Cc1ccc(-c2n[nH]c(=S)n2/N=C/c2cccs2)cc1
    -1.8, 0, -7, 99, 19, -8, -10, 100, -8, -15, 6
Cc1cc(C)cc(N(C(=O)CNC(=O)c2cccs2)C(C(=O)NC2CCCC2)c2cccnc2)c1 (stereo unspecified)
    0.1, -5, -9, 96, 57, 5, -4, 101, 1, -13, 7

Next section:
SMILES | ABCB1 block | Bcl-B Bim block | Bfl-1 Bim block | RGS7-Gao reg | GSH fluor | Bcl-W Bim block | Bim-Bcl-2 | RGS4-Gao reg | ABCG2 inh | Bim-Bcl-XL | Avidin bead fluor
O=C(NCC1CCCO1)C(c1ccc(F)cc1)N(CCCN1CCOCC1)C(=O)c1ccc(-c2ccccc2)[nH]1 (stereo unspecified) | 1.4 | -4 | -1 | 102 | 69 | -1 | -2 | 101 | 3 | -4 | 9
COCCNC(=O)/C(C#N)=C/c1ccccc1Br | -0.7 | -1 | -4 | 100 | 10 | -4 | 0 | 101 | -2 | -3 | 9
CC(c1ccncn1)N(C)Cc1nc(-c2ccc(C(F)(F)F)cc2)no1 (stereo unspecified) | 1.2 | -5 | -8 | 105 | 11 | -4 | -6 | 101 | 3 | -3 | 3
CCOc1ccc(Cc2noc3c2C(=O)CC(C)(C)C3)cc1OCC | 1.4 | -6 | -6 | 101 | 21 | -3 | -2 | 100 | -1 | -2 | 6
Cc1c(Cl)cccc1N1C(=O)CC(NNC(=O)c2cccnc2)C1=O (stereo unspecified) | -0.6 | -2 | -4 | 99 | 11 | 2 | 0 | 101 | -1 | -1 | 10
COc1ccccc1CNC(=O)/C=C/c1ccc(S(=O)(=O)N2CCOCC2)cc1 | 1.6 | -8 | -11 | 101 | 58 | -3 | -4 | 101 | 2 | -4 | 25
Fc1cccc(Cl)c1CSc1nnc(CN2CCOCC2)n1-c1ccccc1 | 0.4 | -11 | -20 | 100 | 12 | -5 | -11 | 98 | 1 | -9 | 12
COC(=O)/C(=C/c1ccc(OC)cc1)NC(=O)c1ccco1 | 0.2 | -2 | -1 | 98 | 7 | -3 | -1 | 82 | 1 | -4 | 3
COc1ccc(CNC(=O)c2cnc(C)cn2)cc1 | 0.2 | 4 | -5 | 83 | 7 | 5 | 1 | 83 | 1 | 1 | 5
CCCOC(=O)c1ccc(NC(=O)C2C3CCC(C3)C2C(=O)O)cc1 (stereo unspecified) | 0.2 | -4 | 0 | 106 | 11 | -2 | 2 | 104 | 2 | -7 | 8
Cc1c(N2C(=O)C(=O)/C(=C(/O)c3ccc(Cl)cc3)C2c2ccccc2)c(=O)n(-c2ccccc2)n1C (stereo unspecified) | 0.1 | -5 | -15 | 102 | 13 | -4 | 3 | 101 | 0 | -4 | 10
CCc1ccc(/C=C2\SC(=S)N(CCC(=O)NC3=NCCS3)C2=O)cc1 | -0.4 | -1 | -2 | 96 | 10 | -3 | 0 | 98 | -2 | -2 | 13
CN(Cc1ccc2nonc2c1)Cc1nc(CC2CC2)no1 | 0.0 | 0 | -2 | 94 | 9 | -1 | -3 | 99 | 6 | -2 | 10
CCCc1cc(C(=O)NCc2ccco2)no1 | 0.4 | -3 | -10 | 102 | 24 | 1 | -5 | 94 | 1 | 0 | 7
CC(C)(C)C(=O)N1CCC[C@H]1C(O)(c1ccccc1)c1ccccc1 | 0.5 | -3 | 1 | 100 | 9 | 0 | -1 | 100 | 1 | -1 | 2
Cn1c(=O)c(Nc2ccc(O)cc2)c2c3c(cccc31)C(=O)c1ccccc1-2 | 3.9 | 2 | 15 | 94 | 5 | 7 | 7 | 96 | -2 | 0 | 2
CC1Cc2ccccc2N1C(=O)COC(=O)Cn1nnc(-c2ccccc2)n1 (stereo unspecified) | -3.4 | -11 | -7 | 104 | 25 | -1 | -11 | 102 | -1 | -4 | 15
CCOc1ncccc1C(=O)OCC(=O)Nc1cccc(C(C)=O)c1 | 0.2 | -2 | -8 | 102 | 5 | -1 | -1 | 102 | 1 | 0 | 9
COc1ccc(-n2c(/C=C(\C)O)nc(=O)c3c(C)cc(C)nc32)cc1 | 0.1 | -1 | -4 | 107 | 49 | -2 | -7 | 108 | 16 | 10 | 10
O=C(c1ccc(Cn2c(=O)[nH]c3ccsc3c2=O)cc1)N1CCN(c2ccccc2)CC1 | 0.3 | -6 | -2 | 94 | 7 | -12 | -1 | 95 | 1 | -15 | 23
Cc1ccccc1NC(=O)c1cc(C(=O)c2cc(Cl)ccc2O)cn(-c2ccccc2C)c1=O | -1.1 | -7 | 0 | 97 | 8 | -3 | 0 | 100 | -4 | -8 | 4
CC(C)(C)c1cc(/C=N/NC(=O)Cc2nc3ccccc3[nH]2)cc(C(C)(C)C)c1O | 0.9 | -7 | -11 | 100 | 13 | 0 | -6 | 102 | 30 | -3 | 7
